SIRT5 block: blocks human SIRT5 desuccinylation of peptide; Q9NXA8; Purified SirT5, succinyl-peptide AMC, trypsin-coupled fluorescence; inhibition, % at 15 µM; 330,000 compounds, 1.1% hits; AID 652115; in the data active = inhibition above about 15%
Target sequence (Q9NXA8 whole entry, looked up): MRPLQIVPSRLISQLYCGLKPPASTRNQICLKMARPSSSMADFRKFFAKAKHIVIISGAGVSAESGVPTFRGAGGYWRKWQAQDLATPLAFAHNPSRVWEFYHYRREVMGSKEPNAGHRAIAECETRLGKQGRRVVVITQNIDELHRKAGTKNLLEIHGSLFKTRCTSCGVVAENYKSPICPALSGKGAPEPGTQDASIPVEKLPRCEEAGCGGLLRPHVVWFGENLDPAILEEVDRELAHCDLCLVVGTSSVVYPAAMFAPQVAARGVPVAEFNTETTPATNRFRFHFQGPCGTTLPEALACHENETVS
esBAF inh: inhibitors of esBAF chromatin remodeling in mouse ES cells | 350,000 compounds, 2% hits | reporter increase, % at 12.5 µM | Bmi1-luciferase knock-in reporter, 24 h; 100% = twice the neutral-well signal | AID 602393; in the data active = activation above about 40%;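 also: 0% = median of the plate's neutral control wells and 100% = double that signal; a rise in the Bmi1 reporter signal indicates esBAF inhibition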
S100A4 MyoIIA: inhibitors of human S100A4 binding to myosin IIA peptide; S100A4/TAMRA-MyoIIA peptide fluorescence polarization; inhibition, % at 10.7 µM; 360,000 compounds, 0.14% hits; AID 652163;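 active = mean inhibition of at least 70% across replicates, with every replicate also reaching that level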
Target sequence (P26447 whole entry, looked up): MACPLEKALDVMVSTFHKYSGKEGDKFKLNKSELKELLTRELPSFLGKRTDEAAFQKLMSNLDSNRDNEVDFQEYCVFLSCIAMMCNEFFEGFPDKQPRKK
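Material: S100A4 monomer protein / Buffer or medium: 50 mM HEPES pH 7.2, 10 mM CaCl2, 100 mM KCl / Times: 5 min incubation before reading / Benchmarks: neutral control DMSO, positive control TFP / Reagent: labelled myosin peptide probe, 5 nM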
FN deposition inh: fibronectin deposition inhibition | 350,000 compounds, 0.086% hits | AID 743247 | AH1F fibroblasts, Alexa488-fibronectin deposition fluorescence, overnight | inhibition, % at 12.6 µM;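 active = mean inhibition across replicates of 30% or more, regardless of how many single replicates reach that level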;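 also: positive control wells lacked labelled fibronectin entirely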
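Measured by – fluorescence 485/525 nm · System – AH1F fibroblast monolayer, labelled fibronectin deposition · Amount – 10000 cells per well · Buffer or medium – serum-reduced DMEM (2% serum) · Doses – single dose, pinned · Also added – fluorescent fibronectin at 24 nM final · Schedule – 1 h cell attachment, overnight exposure to compound and label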
C2C12 statin: suppression of simvastatin myotoxicity; C2C12 myotubes + simvastatin, ATP luminescence, 48 h; scaled: DMSO 0, geranylgeraniol control 100; rescue of ATP level, % at 7.49 µM; 330,000 compounds, 0.78% hits;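 active = mean ATP rescue above about 67%, or every replicate alone reaching that limit, limit read from the data, passing the limit was not always enough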;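 also: myotubes were challenged with 10 µM simvastatin during compound exposure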
Casp6 inh: inhibitors of human caspase-6 | P55212 | purified caspase-6, Z-VEID-R110 cleavage fluorescence | inhibition, % at 12.5 µM | 350,000 compounds, 0.53% hits;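 active = mean inhibition across replicates at least about 35%, with every replicate also reaching that limit, limit read from the data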;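 also: 0% = median of neutral control wells and 100% = no fluorescence left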
Target sequence (P55212 24-179 limits assumed): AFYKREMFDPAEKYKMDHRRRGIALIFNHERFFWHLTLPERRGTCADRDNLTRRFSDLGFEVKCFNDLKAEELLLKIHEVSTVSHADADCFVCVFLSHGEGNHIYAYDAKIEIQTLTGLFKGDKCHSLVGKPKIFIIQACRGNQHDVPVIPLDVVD
Target sequence (P55212 194-293 limits assumed): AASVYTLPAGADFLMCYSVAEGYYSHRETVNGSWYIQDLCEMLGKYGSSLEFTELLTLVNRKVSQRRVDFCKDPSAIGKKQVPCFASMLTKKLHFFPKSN
LGR2 inh: Drosophila LGR2 receptor signaling inhibition; HEK293 LGR2, CRE-luciferase, bursicon-stimulated, 4 h; inhibition, % at 9.99 µM; 380,000 compounds, 0.35% hits; AID 720647;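 active = drop in luminescence signal, shown as inhibition above about 50% in the replicate tests, limit read from the data, passing the limit was not always enough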;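 also: agonist challenge used bursicon conditioned medium at about half maximal strength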
An asterisk follows results filed as active; . = not tested or not shown.

SMILES | SIRT5 block | esBAF inh | S100A4 MyoIIA | FN deposition inh | C2C12 statin | Casp6 inh | LGR2 inh
COC(C(=O)Nc1ccnn1C1CCN(Cc2nccs2)CC1)c1ccccc1 (configuration not stated) | 0 | . | 6 | 2 | . | 26 | 9
O=C(Nc1cc(S(=O)(=O)N2CCOCC2)ccc1N1CCCC1)c1ccccc1F | . | 2 | 0 | -3 | -4 | 1 | 7
O=C(Nc1ccc2c(c1)OCO2)N[C@H]1CC[C@@H](CCNC(=O)C2CCCC2)O[C@@H]1CO | 3 | -1 | 10 | 2 | -1 | 14 | -12
Fc1ccc(-n2c(Cn3nnc4ccccc43)n[nH]c2=S)cc1 | -3 | . | 4 | 8 | . | 2 | 3
COc1cc(C)ccc1S(=O)(=O)n1nc(C)cc1C | -5 | -5 | -9 | -4 | 4 | 0 | 7
COc1ccc2c3c([nH]c2c1)[C@@H](CO)N(C(=O)CC1CC1)CC31CCN(C(=O)c2ccccc2)CC1 | 1 | . | 0 | -2 | . | 1 | -30
Cc1cc(C)cc(NC(=O)CN2CCc3ccccc3C2)c1 | . | -7 | . | 8 | 5 | . | .
CC(C)c1cc(-c2cc(-c3ccc(Cl)cc3)on2)nc(NC2CCCC2)n1 | . | -3 | -18 | 1 | 0 | 1 | 9
C/C(=C\C(=O)c1ccc(Cl)cc1)Nc1ccc(N2CCOCC2)cc1 | . | 1 | . | -2 | -3 | . | .
COc1ccc(OC)c(NC(=O)c2cc(-c3ccc(F)cc3OC(C)C)n[nH]2)c1 | 0 | -6 | -1 | -1 | -3 | -4 | -2
Cc1ccc(C(=O)Nc2cc([N+](=O)[O-])ccc2F)s1 | 0 | . | -2 | -2 | . | -2 | -13
O=C(/C=C\NCC(=O)c1ccccc1)c1ccc2ccccc2c1 | 2 | . | -2 | -1 | . | -1 | -30
C[C@H](NC(=O)C[C@@H]1CC[C@H](NC(=O)Nc2ccc3c(c2)OCO3)[C@@H](CO)O1)c1ccccc1 | 1 | 0 | -1 | 4 | 1 | 2 | 11
COc1ccccc1-n1c(=O)[nH]c2c(C(N)=O)nc(-c3cccnc3)nc21 | . | -9 | 11 | 4 | 60 | 2 | -36
C/C(=N\Nc1ccc(F)cc1F)c1ccc(N2CCOCC2)cc1 | 10 | . | 2 | -7 | . | 22 | 4
CC(C)CNC(=O)C1C(=O)Nc2ccccc2C(=O)N1C1CCCCC1 (configuration not stated) | -3 | . | 1 | 11 | . | -3 | -11
CCOC(=O)C1=C(C)N(CCCCCC(=O)O)C(=O)NC1c1cccc([N+](=O)[O-])c1 (configuration not stated) | . | 0 | 4 | 11 | -7 | -1 | -7
O=C(Nc1nccs1)[C@@H]1[C@@H](CO)[C@@H]2Cn3c(cccc3=O)[C@H]1N2C(=O)C1CC1 | 4 | -6 | 2 | -6 | -3 | 3 | 23
O=S(=O)(NN1CCOCC1)c1ccc(Br)cc1 | -1 | -19 | 1 | 9 | 4 | -2 | 2
CNC(=O)C[C@@H]1CC[C@H]2[C@H](COc3ccc(NC(=O)NCc4ccccc4)cc3C(=O)N2C)O1 | . | 3 | . | -7 | 5 | . | -9
C[C@H](CO)N1C[C@H](C)[C@H](CN(C)C(=O)C2CCCCC2)Oc2ncc(C#CCc3ccccc3)cc2C1=O | 4 | 2 | -11 | . | -25 | 4 | 6
O=C(CN1CCOCC1)Nc1cc(Cl)ccc1Cl | . | -2 | . | -7 | 6 | . | .
CCCCNC(=O)C1(C)CCCCN1Cc1ccc2ccccc2c1 (configuration not stated) | -1 | -1 | -9 | 7 | 22 | -3 | 5
Cc1ccccc1C(=O)NCC(=O)OC(C)C(=O)Nc1cccc(S(=O)(=O)N2CCOCC2)c1 (configuration not stated) | 1 | 0 | 2 | -5 | 3 | 0 | 15
CN1CCCC1CCNc1ccc2c(=O)c3ccccc3oc2c1 (configuration not stated) | -160 | 32 | 0 | 14 | 0 | -3 | .

Individual results from above:
For Casp6 inh, `COc1ccccc1-n1c(=O)[nH]c2c(C(N)=O)nc(-c3cccnc3)nc21` reads 2
For LGR2 inh, `CNC(=O)C[C@@H]1CC[C@H]2[C@H](COc3ccc(NC(=O)NCc4ccccc4)cc3C(=O)N2C)O1` reads -9

The list goes on:
SMILES | SIRT5 block | esBAF inh | S100A4 MyoIIA | FN deposition inh | C2C12 statin | Casp6 inh | LGR2 inh
CO[C@@H](CN(C)C(=O)c1ccc2c(c1)OCO2)[C@@H](C)CN([C@@H](C)CO)S(=O)(=O)c1ccccc1 | -2 | 0 | -37 | -2 | 2 | 3 | -18
COc1ccc(N(CC(=O)NN=C2CCN(C)CC2)S(=O)(=O)c2ccc(NC(C)=O)cc2)cc1 | 9 | 0 | -4 | 6 | -21 | 0 | 8
Cc1ccc(OCC(=O)N(Cc2ccccc2)c2c(N)n(Cc3ccccc3)c(=O)[nH]c2=O)c(C)c1 | -2 | 1 | -2 | -2 | -18 | -3 | 4
Cn1c(=O)c2c([nH]c(=O)n2C)n(Cc2ccccc2)c1=O | 4 | . | 4 | 5 | . | -2 | -5
CN1CCN(Cc2cc(COCc3ccccc3)c3cccnc3c2O)CC1 | . | -65 | . | 1 | 59 | . | .
COc1ccc(C(=O)NCc2nnc(SC)n2Cc2ccccc2)cc1 | 1 | . | 6 | 4 | . | -1 | -1
CN(C)CC(=O)N[C@H]1C=C[C@@H](CC(=O)NCc2ccc(Cl)cc2)O[C@H]1CO | -2 | -3 | -38 | 0 | 3 | -2 | -11
COc1ccc(CNC(=O)c2ccc3nccnc3c2)cc1 | . | 4 | . | . | 0 | . | -17
O=C(c1ccccn1)N1CCN(S(=O)(=O)c2ccc(F)cc2)CC1 | 2 | . | -2 | 5 | . | -4 | 0
CC1C(=O)N2CCCc3cc(NC(=O)COc4ccc(Cl)cc4)cc1c32 (configuration not stated) | -6 | . | -9 | 8 | . | 3 | -11
NC(=NCc1ccccc1)c1cccc([N+](=O)[O-])c1 | -5 | 2 | 2 | -1 | -1 | -5 | -2
Cc1ccc(S(=O)(=O)N(C)C[C@@H]2Oc3ccc(NS(=O)(=O)c4ccccc4)cc3C(=O)N([C@H](C)CO)C[C@@H]2C)cc1 | 2 | 3 | 20 | -13 | . | -3 | 10
OCC(O)C(O)CC1SCCS1 (configuration not stated) | -2 | . | -1 | -5 | . | -2 | 2
CC(C)CC1C(=O)N(Cc2cn(CCC3OCCCO3)nn2)CCS(=O)(=O)N1Cc1ccc(-c2cccc(CO)c2)cc1 (configuration not stated) | -2 | 3 | 6 | 10 | -11 | 2 | 4
C[C@H]1CN([C@@H](C)CO)C(=O)c2cc(-c3ccc(F)cc3)cnc2O[C@@H]1CN(C)C(=O)c1ccccc1F | 4 | -4 | -2 | -5 | -1 | 0 | -4
O=C(C[C@@H]1CC[C@@H]2[C@H](COC[C@@H](O)CN2C(=O)c2ccccc2F)O1)N1CCN(c2ccccc2)CC1 | 6 | 1 | -37 | 6 | 5 | -2 | -1
COC(=O)[C@]12C(=O)NC[C@H](CN1c1ccc(C(F)(F)F)cc1)N2C | . | -4 | 1 | 3 | 5 | -1 | 25
O=C(CSCc1ccc(Cl)cc1)Nc1ccc(-c2nnc(-c3ccccc3)o2)cc1 | . | 5 | . | . | -50 | . | -13
CCOC(=O)CSc1nnc(CSc2nc(C)cc(C)n2)n1Cc1ccco1 | . | -3 | . | 5 | 3 | . | .
CN(Cc1ccccc1)C(=O)C1CCCN1S(=O)(=O)c1ccc(Cl)cc1 (configuration not stated) | 0 | 4 | 2 | -8 | 0 | 0 | .
O=c1oc(C2(O)CCCCC2)cc2ccc(Br)cc12 | . | 6 | -7 | 8 | 12 | -2 | -72
CC(CC(=O)Nc1ccccc1)NCCCN1CCCC1=O (configuration not stated) | -2 | . | 2 | -2 | . | -10 | -27
COc1cc(N)c(Cl)cc1C(=O)OCC(=O)Nc1cccnc1Cl | 1 | 0 | 2 | 10 | -4 | 1 | 16
COCC(=O)Nc1ccc2c(c1)[C@@H]1C[C@H](CC(=O)NCCN3CCCCC3)O[C@H](CO)[C@@H]1O2 | 2 | 11 | -3 | 8 | 7 | -2 | 12
Cc1cc(C)nc(Nc2ncc(O)n2-c2ccc(C)c(Cl)c2)n1 | . | -6 | . | 1 | -31 | . | .

Full records, quoted from the list. Screens in order: SIRT5 block, esBAF inh, S100A4 MyoIIA, FN deposition inh, C2C12 statin, Casp6 inh, LGR2 inh
Entry for `O=C(CSCc1ccc(Cl)cc1)Nc1ccc(-c2nnc(-c3ccccc3)o2)cc1` → ., 5, ., ., -50, ., -13
Entry for `Cn1c(=O)c2c([nH]c(=O)n2C)n(Cc2ccccc2)c1=O` → 4, ., 4, 5, ., -2, -5
Entry for `OCC(O)C(O)CC1SCCS1` (configuration not stated) → -2, ., -1, -5, ., -2, 2
Entry for `CN1CCN(Cc2cc(COCc3ccccc3)c3cccnc3c2O)CC1` → ., -65, ., 1, 59, ., .
Entry for `O=C(c1ccccn1)N1CCN(S(=O)(=O)c2ccc(F)cc2)CC1` → 2, ., -2, 5, ., -4, 0

Next records follow.
SMILES | SIRT5 block | esBAF inh | S100A4 MyoIIA | FN deposition inh | C2C12 statin | Casp6 inh | LGR2 inh
COCC1CCN(C(=O)CCc2nnc(CCCCc3ccccc3)o2)CC1 | -3 | . | -4 | . | . | 2 | 3
CC(C)C(C)(C#N)NC(=O)CSc1nc2scc(-c3ccco3)c2c(=O)n1-c1ccccc1 (configuration not stated) | . | 18 | . | -13 | -33 | . | .
CC(C)CC(NC(=O)OC(C)(C)C)C(=O)NCc1ccccc1 (configuration not stated) | . | -1 | . | . | 0 | . | -2
Cc1noc(C)c1NC(=O)Nc1ccc2c(c1)C(=O)N([C@@H](C)CO)C[C@H](C)[C@@H](CN(C)C(=O)Cc1ccccc1)OCCCC[C@@H](C)O2 | 4 | 7 | 5 | . | -26 | -2 | -49
Cc1cc(C)c(C(=O)NC2CCCc3c2cnn3-c2cccc(C)c2C)o1 (configuration not stated) | 4 | 0 | -4 | -4 | 3 | -7 | 7
O=C(Nc1ccc(F)cc1)N1CC(=O)N2[C@H](CO)[C@H](c3ccc(Br)cc3)[C@H]2C1 | -1 | . | 1 | . | . | 0 | -7
Cc1ccc(Nc2nc(C)cc(C)c2C(N)=O)c(C)c1 | 4 | -12 | -2 | -3 | 5 | 1 | 4
COCC(=O)N(C)C[C@@H]1Oc2cc(C#CCC3CCCC3)ccc2S(=O)(=O)N([C@H](C)CO)C[C@@H]1C | 4 | -2 | -10 | . | 5 | . | 10
CC(=O)N1C(=O)C2(C(C#N)=C(N)Oc3n[nH]c(-c4ccccn4)c32)c2ccccc21 (configuration not stated) | . | 1 | . | -2 | 21 | . | .
CCC(=O)N1C[C@@H](C)[C@@H](OC)CN(C)C(=O)c2ccc(NC(=O)C3CCOCC3)cc2OC[C@@H]1C | . | -3 | . | . | 6 | . | 9
CSc1nc(-c2ccccc2)c2cc(Cl)ccc2n1 | 1 | . | 3 | -8 | . | 0 | -15

Screening results from PubChem.

An excerpt; the hit share may differ from the screen's.
